# Bioassay records (PubChem BioAssay)
# ERK EGF inh: inhibitors of EGF-stimulated ERK signaling pathway. AID 1454. HEK293-V1b, EGF-stimulated phospho-ERK AlphaScreen. Potency, µM (top dose mostly 11.5 µM), inactives show top-dose activity change, negative = inhibition, most hits filed as inhibitors. hit rate 0.41% among 130,000; active = well fitted inhibition curve with a large enough effect; inconclusive = small, poorly fitted or top-dose-only effect, or effect the other way;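 also: plate controls were stimulated vehicle wells for no effect and unstimulated vehicle basal for full effect; nearly all actives have a fitted effect of over 55% in size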
#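 Compounds are titrated over HEK293-V1b cells kept overnight in 1% FBS. After 30 min at 37C, EGF (25 nM final) triggers ERK phosphorylation for 5 min, measured by AlphaScreen in lysates.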
# * = called active by the depositor; ? = inconclusive; [ ] = dose if it differs, or a comment. Potency is read from the fitted curve at half-maximal effect.
SMILES,ERK EGF inh
O=c1c2ccccc2nc(SCc2cccc(F)c2)n1C1CCCC1,-7%
CC12CCC(C(=O)NCc3ccccc3Cl)(C(Br)C1=O)C2(C)C (configuration not stated),12%
C=CCc1cccc(CNc2ccc(Br)cc2)c1O,?
CCOc1cc(/C=N/N=C2/NC(=O)C(CC(=O)O)S2)ccc1OS(=O)(=O)c1ccc(C)cc1 (configuration not stated),-24%
COc1nc(NCCc2ccc(OC)c(OC)c2)nc(NC(C)(C)CO)n1,-6%
Cn1cc(C2=C(c3cn(CCCSC(=N)N)c4ccccc34)C(=O)NC2=O)c2ccccc21,?
Cc1cccc(-c2n[nH]c(=S)n2/N=C/c2cccs2)c1,6%[57.5 µM]
Cc1cc2c(cc1Cl)N(C(=O)Nc1ccnc3ccccc13)CC2,16%
Cc1nc2ccccc2c2nc(N)nn12,-3%
CCNc1nc(NCC)nc(OCCOC(=O)COc2ccc(Cl)cc2Cl)n1,6%
COc1cc(C(=O)Oc2cc(C)[nH]c(=O)c2[N+](=O)[O-])cc(OC)c1OC,2%
OC1(c2ccccc2F)CCN(Cc2nnnn2Cc2ccc(F)cc2)CC1,-3%
CCc1nc(CN2CCN(Cc3ccc(F)c(F)c3)C(CCO)C2)c(C)[nH]1 (configuration not stated),2%
COc1ccc(C(=O)C2CCCN(Cc3nc4ccccc4nc3C)C2)cc1OC (configuration not stated),?
CC(C)(C)c1cc(C(=O)NNS(=O)(=O)c2ccccc2)n[nH]1,-1%[57.5 µM]
CCCCNC(=O)C1CCCN1S(=O)(=O)c1cccc2nsnc12 (configuration not stated),-1%[57.5 µM]
Fc1ccc(-n2cc(-c3ccccc3)c3c(N4CCOCC4)ncnc32)cc1,14%
Cc1cc(C)cc(OCC(=O)NNC(=O)c2cc3ccccc3o2)c1,4%
CCc1ccc(N2C(=O)C(Cl)=C(N3CCOCC3)C2=O)cc1,-11%
Cc1ccc(S(=O)(=O)N2CCCCC2)cc1NC(=O)COC(=O)Cc1cccc2ccccc12,3%
COc1ccc(OCc2nnc(SCC(=O)c3c(N)n(C)c(=O)n(C)c3=O)n2-c2ccccc2F)cc1,-7%
COCCNS(=O)(=O)c1ccc(C)c(C)c1C,-9%
Cc1cc(C)c(NC(=O)CSc2nc3ccc(NC(=O)CSc4nnnn4-c4ccccc4)cc3s2)c(C)c1,9%
CCN1CCN(Cc2ccc(NC(=O)c3cc(NC(=O)c4cnn(-c5ccccc5)c4N)cc(OC)c3)cc2C(F)(F)F)CC1,-3%[57.5 µM]
Cc1ccc(NC(=O)C2CCCN(C(=O)c3ccc(Cl)cc3)C2)c(C)c1 (configuration not stated),-9%
COc1ccc(-c2sc(NC(C)=O)nc2-c2ccccc2)cc1,-2%
CCOC(=O)c1[nH]c(C)c(C(=O)N2CCN(c3ccccc3OC)CC2)c1C,-2%
O=C(O)c1cc(NC(=S)NC(=O)C(c2ccccc2)c2ccccc2)ccc1Cl,8%
O=[N+]([O-])c1ccc(N2CCCC2)nc1,-5%[57.5 µM]
COC(=O)N/N=C/c1ccc([N+](=O)[O-])s1,-1%
CC(=O)Nc1ccc(NC(=O)C(C)Oc2ccccc2F)cc1 (configuration not stated),3%
N#Cc1c(-c2ccccc2)nc(SCC(=O)Nc2ccccc2)[nH]c1=O,-6%
O/N=C/C1=C(Cl)c2ccccc2CC1,-8%
CC(=O)c1ccc(S(=O)(=O)Nc2cccc(S(=O)(=O)NC3=NCCC3)c2)cc1,0%
O=C(COc1ccc2ccc(=O)oc2c1)N1CCc2ccccc21,24%
O=C(Cn1c2[n+](c3ccc(C(F)(F)F)cc31)CCCCC2)Nc1ccccc1,6%
O=C(O)/C=C/C(=O)N1CCN(c2ccccc2F)CC1,7%
COC1=CCC2([N+](=O)[O-])CN(CCO)CC1([N+](=O)[O-])C2 (configuration not stated),14%
Cc1cc(NC(=O)c2cc(C3CC3)on2)no1,1%[57.5 µM]
O=C(Nc1ccccc1)OCCN1CCN(Cc2ccccc2)CCC1=O,6%
Cn1c(N)c(C(=O)COC(=O)c2nc(Cl)ccc2Cl)c(=O)n(C)c1=O,0%
CN1CCc2c(OCC(=O)N3N=C(c4cccs4)CC3c3ccc(F)cc3)cccc2C1=O (configuration not stated),3%
COc1ccc(/C=N/NC(=O)c2ccc(O)cc2O)cc1CSc1ccccn1,11%
CC1Cc2ccccc2N1C(=O)COC(=O)C1(c2ccccc2F)CCCC1 (configuration not stated),-6%
O=C(COc1ccc(C(=O)Nc2ccc(Cl)cc2)cc1)NCc1ccccc1,4%
O=C(NCCn1ccc2ccccc21)c1cccc([N+](=O)[O-])c1,1%
O=c1oc2cc(OCc3ccc(F)cc3F)ccc2cc1-c1ccc2ccccc2n1,-3%
CCNC(=O)NC(=O)c1csc([N+](=O)[O-])c1,-12%[57.5 µM]
CS(=O)(=O)N(CC(=O)NCc1ccccc1Cl)Cc1ccccc1,-7%
O=C(Nc1cccc(N=Cc2cc(Br)cc(Br)c2O)c1)c1ccco1,-4%
O=C(O)c1ccc(-c2nc(-c3ccccc3Cl)cs2)cc1,1%
O=C1C(Cl)=C(Nc2cccc(O)c2)C(=O)N1Cc1ccccc1,9%
CCOC(=O)c1nnn(CC(=O)N2N=C(c3ccc(Cl)cc3)CC2c2ccc(OC)cc2)c1C(=O)OCC (configuration not stated),4%
CC(NC(=O)c1ccccc1)c1ccc(F)cc1 (configuration not stated),3%
CCN(/N=C/C=C/c1ccccc1)c1cc(=O)n(C)c(=O)[nH]1,8%
O=C1[C@H](CC[C@H](O)c2ccc(F)cc2)[C@@H](c2ccc(O)cc2)N1c1ccc(F)cc1,13%[57.5 µM]
Cc1c(C)c(C)c(S(=O)(=O)N2CCSCC2)c(C)c1C,-23%[57.5 µM]
O=C(N/N=C/c1ccc(COc2ccc(Br)cc2)o1)c1ccco1,0%
COc1ccc(C2CC(c3ccccc3)=NN2C(=O)COC(=O)c2cccnc2)cc1 (configuration not stated),1%
O=C(NNc1ccccc1)/C(=C\c1cccnc1)NC(=O)c1ccccc1,13%[57.5 µM]
# More compounds.
SMILES,ERK EGF inh
Cc1nnc(-c2cnn(C)c2N)n1CCCN1CCOCC1,-3%
Cc1ccccc1Nc1nc(N)nc(CN2CCN(Cc3ccc4c(c3)OCO4)CC2)n1,-1%
O=C(COC(=O)c1ccc2c(c1)S(=O)(=O)N=C1CCCCCN12)NCc1cccs1,17%[57.5 µM]
O=c1nc(Nc2ccccc2)sc2ccc([N+](=O)[O-])cc12,-3%
O=C(CNC(=O)C1CCCCC1)Nc1cc(Cl)ccc1Cl,-2%
Cc1ccc(S(=O)(=O)NCCC(=O)Nc2ccc(Cl)c(Cl)c2)cc1,-7%
O=C(COc1ccccc1)NNC(=O)COc1ccc([N+](=O)[O-])cc1,-8%
O=C(COc1cccc2cccnc12)Nc1ccccc1,-1%
CCOc1ccc(/C=C/C(=O)c2ccccc2)cc1,-2%[57.5 µM]
Nc1c(S(=O)(=O)c2ccccc2)c2nc3ccccc3nc2n1C1CC1,-1%
CCC1CCCCN1C(=S)NC(=O)c1ccc([N+](=O)[O-])cc1 (configuration not stated),6%
CCN(CC(=O)NCc1cccs1)C(=O)c1ccccc1F,4%
O=C(NC(=S)NCc1ccccc1)c1cccnc1,4%
CCC(C)NC(=O)CNC(=S)N(CCCN1CCOCC1)Cc1cccs1 (configuration not stated),11%
COc1ccc(NC(=O)CCN2CCCC(C)C2)cc1 (configuration not stated),0%
O=C(CNCc1cccs1)Nc1cc(S(=O)(=O)N2CCCC2)ccc1Cl,-11%[57.5 µM]
COc1nc(-c2ccccc2)nnc1-c1ccccc1,7%
CCOCC(=O)Nc1cc(Cl)c(OC)cc1OC,0%
NC(=O)C1CCN(CC(=O)Nc2ccccc2N2CCOCC2)CC1,0%[57.5 µM]
CSCCC(NC(C)=O)C(=O)Oc1ccc2c3c(c(=O)oc2c1)CCCC3 (configuration not stated),3%[57.5 µM]
O=C(CSc1nnc2c(n1)[nH]c1ccc(S(=O)(=O)N3CCOCC3)cc12)Nc1ccc(F)c(F)c1,3%
COc1ccc(-c2cc(C(=O)Nc3cc(S(=O)(=O)N4CCOCC4)ccc3N3CCOCC3)c3ccccc3n2)cc1,4%
Cc1c(CCOC(=O)c2ccc([N+](=O)[O-])cc2)sc[n+]1CC(=O)c1ccccc1,-14%
CCC(C)/C(C)=N/NC(=O)c1ccc(COc2ccc(Cl)c(C)c2)cc1 (configuration not stated),-8%
COc1ccccc1NC(=S)N(Cc1ccc(C)cc1)Cc1ccccn1,12%
Cc1ccccc1NC(=O)CCN1CCCC1,2%
COc1ccc(/C=C/C(=O)NC(CCSC)C(=O)O)cc1 (configuration not stated),5%
CCOc1ncccc1C(=O)Nc1ccc(Cl)c(S(=O)(=O)N2CCCC2)c1,5%
Cc1cc(NC(=O)c2ccc(Cl)c(S(=O)(=O)N3CCOCC3)c2)no1,6%
Cn1cnc([N+](=O)[O-])c1SCCO,-11%[57.5 µM]
N#Cc1ccc(COn2nnc3ccccc32)cc1,6%
CCC(C)NC(=O)C1CCC(=O)N(c2cc(OC)c(OC)c(OC)c2)C1c1ccc(OC)cc1 (configuration not stated),-3%
COc1ccc(C(CC(=O)N2CCCC2)c2c(O)cc(OC)cc2OC)cc1 (configuration not stated),-8%[57.5 µM]
CC(C)Nc1ccc(Cl)cc1[N+](=O)[O-],2%[57.5 µM]
CC(N=C1NS(=O)(=O)c2ccccc21)C(=O)NCCCc1ccccc1 (configuration not stated),-4%
CCS(=O)(=O)Nc1cccc(C2=NN(S(=O)(=O)c3ccc(C)cc3)C(c3cccs3)C2)c1 (configuration not stated),5%
Cc1c(Cl)cccc1NC(=O)C1Cc2ccccc2CN1C(=O)c1ccccc1 (configuration not stated),5%
O=C(NCc1ccc2c(c1)OCO2)NC1CCCCC1,5%
COC(=O)CCCCC1SCC(NC(=O)c2ccccc2)C1=O (configuration not stated),-4%
CC(C(=O)O)c1cccc(Oc2ccccc2)c1 (configuration not stated),20%
CC(=O)c1ccc(NC(=O)CSc2nnc(Cn3c(=O)sc4ccccc43)n2C)cc1,-1%
COc1cccc(C2N(c3ccccc3)CCN2c2ccccc2)c1OC,1%
CCCCOC(=O)C(C)Sc1n[nH]c(=O)[nH]c1=O (configuration not stated),-12%[57.5 µM]
CC(NC(=O)COC(=O)c1ccc([N+](=O)[O-])s1)c1ccccc1 (configuration not stated),4%
Cc1cccn2c(=O)c(C=O)c(N3CCCCC3)nc12,0%
CCN1C(=O)C(CC(=O)Nc2ccc(C)cc2C)Nc2cc(S(=O)(=O)N(C)C)ccc21 (configuration not stated),-4%
Cc1nc(N2CCN(Cc3ccc4c(c3)OCO4)CC2)c2cc(-c3ccccc3)sc2n1,?
O=C1N(c2ccccc2)C[C@@H]2C[C@@H](c3cccc4c3OCO4)N3CCC[C@@]123,-3%[57.5 µM]
Cc1cnc(CNc2ncnc3ccc(-c4cccc(C#N)c4)cc23)cn1,22%
Cc1nn(CCCC(=O)Nc2cnn(Cc3ccc(F)cc3)c2)c(C)c1[N+](=O)[O-],-10%[57.5 µM]
Cc1nc(N)sc1C(=O)N/N=C/c1ccccc1[N+](=O)[O-],-7%
CCN1CCN(CCOCCOc2ccccc2-c2ccccc2)CC1,-6%
C#CCOCCOCCOCCNc1nc(N2CCN(C(=O)C([C@@H](C)CC)n3cc(C(N)Cc4ccc(O)cc4)nn3)CC2)nc(N2CCN(C(=O)[C@H](CCC(=O)O)n3cc(C(N)CO)nn3)CC2)n1 (some centres not stated),-5%[57.5 µM]
COc1ccc(Cc2noc(-c3ccc([N+](=O)[O-])cc3)n2)cc1OC,-14%[57.5 µM]
CCC1=Nc2cc(C(=O)NCc3cccnc3)ccc2Sc2ccc(C)cc21,-6%[57.5 µM]
CC(=O)N1c2ccccc2C(C)(C)C2CCC(C)CC21 (configuration not stated),?
Cc1ccc(C(=O)NC(=S)NNC(=O)CCN2CCOCC2)cc1,-3%
CCOc1cc(N2CCOCC2)c(OCC)cc1NC(=O)COC(=O)c1ccccc1C,4%

# An excerpt, so the mix of outcomes need not match the whole.
